West Nile virus CPE – inhibition of WNV-induced cytopathic effect – cell-based, CPE readout (AID 1621); West Nile virus-infected cells, CPE inhibition; higher % means a stronger effect; CPE inhibition, % at 10 µM, or IC50 in µM where a hit was titrated; 290,000 tested, 0.02% active; in the data active = a potency from the dose series; inconclusive = CPE inhibition mostly from about 3.7% at the one dose, without a potency; inactive = the rest, 99 in 100 with CPE inhibition below about 2.2%; note: strong numbers were not always called active
KOR beta-arrestin-1 – kappa opioid receptor activators – cell-based, luminescence, uHTS, primary screen (AID 1777). KOR beta-arrestin recruitment, luminescence; higher % means a stronger effect. one-dose activation, % at 10 µM; EC50 in µM for titrated hits. 280,000 tested, 0.02% active; in the data active = activation above about 50%, passing the limit was not always enough; note: a part of the inactive calls stands beside numbers as strong as those of hits
Yfh1-off respiration – mitochondrial function rescue without frataxin homolog – Friedreich's ataxia, plus single-dose screen, dose response (AID 1465) | S. cerevisiae Yfh1-off respiration, WST-1 reduction, 72 h; higher fold induction means a stronger effect | 220,000 tested, 0.074% active | one-dose fold induction at 50 µM; EC50 in µM for titrated hits;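 active = fold induction of absorbance versus untreated yeast above a set limit, then at least 30% activation at any dose in follow-up; inconclusive = repeats straddling the limit, or above it without dose testing; inactive = fold induction below the set limit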;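 note: activators that raise dye reduction in frataxin-depleted yeast; strong numbers were not always called active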
Dengue-2 NS5 capping – Dengue-2 NS5 methyltransferase inhibitors, primary screen, biochemical, confirmation dose response (AID 588689); 340,000 tested, 0.3% active; Dengue-2 NS5 methyltransferase capping enzyme assay, biochemical; higher % means a stronger effect; inhibition, % at 25 µM, or IC50 in µM where a hit was titrated; in the data active = a potency from the dose series; inconclusive = inhibition above about 29% without an active follow-up result
KOR beta-arrestin-2 – kappa opioid receptor blockers – cell-based, luminescence, uHTS (AID 1778) | KOR beta-arrestin recruitment, luminescence, antagonist mode; higher % means a stronger effect | inhibition, % at 10 µM; hits with a dose series show IC50 in µM | 290,000 tested, 0.091% active; note: strong numbers were not always called active
NOD1 inhibition – NOD1 signaling inhibitors, primary screen, cell-based, luminescence, uHTS (AID 1578). NOD1-driven NF-kB luciferase reporter cells, luminescence; higher % means a stronger effect. inhibition, % at 4 µM, or EC50 in µM where a hit was titrated. 290,000 tested, 1% active; in the data active = inhibition mostly above about 36%, no sharp cut-off; inactive = mostly below about 34%;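 note: HEK-293T reporter cells stimulated with the NOD1 agonist gamma-tri-DAP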
AID2073 – disruptors of CaV2.2 binding to Mint1 – biochemical, HTRF (AID 2073); 290,000 tested, 0.19% active; one-dose inhibition, % at 20 µM; IC50 in µM for titrated hits; HTRF protein-protein interaction, Mint1-CaV2.2; higher % means a stronger effect; in the data active = inhibition mostly above about 51%, no sharp cut-off; inconclusive = no clear call, values can overlap the other calls; inactive = mostly below about 53%; note: some results filed as inactive read as strong as hits
NOD2 inhibition – inhibition of NOD2-driven NF-kB reporter – cell-based, luminescence, uHTS, HEK293 (AID 1566); HEK293 NOD2/NF-kB luciferase reporter, luminescence; higher % means a stronger effect; one-dose inhibition, % at 4 µM; EC50 in µM for titrated hits; 290,000 tested, 0.63% active; note: many of its hits are not listed in these tables
HIV peptide binding – cell-free HIV fusion peptide-binding blockers – biochemical, uHTS, fluorescence dequenching, primary screen (AID 1986); 290,000 tested, 0.3% active; inhibition, % at 20 µM, or IC50 in µM where a hit was titrated; cell-free peptide binding, fluorescence dequenching, 30 min; higher % means a stronger effect; in the data active = inhibition mostly above about 52%, no sharp cut-off; inactive = mostly below about 76%; note: some results filed as inactive read as strong as hits
Dengue-2 NS5 capping pilot replicate – second read-out of Dengue-2 NS5 capping, no call of its own (marks repeat the call); inhibition, %; measured here: pilot screen replicate inhibition
The depositor's hits bear a star; i = inactive; ? = inconclusive; . = no result given; [ ] = another dose, or the depositor's remark. Cut-off read from the data, not from the text of the source, unless noted: active = inhibition above about 50%; inactive = the rest. Not all compounds are listed. The share of hits here may be higher or lower than overall.

The opening 7 compounds, ahead of the listing:
SMILES | West Nile virus CPE | KOR beta-arrestin-1 | Yfh1-off respiration | Dengue-2 NS5 capping | KOR beta-arrestin-2 | NOD1 inhibition | AID2073 | NOD2 inhibition | HIV peptide binding | others
CCOC(=O)C(NC(=O)c1cccc(Cl)c1)(OCc1ccccc1)C(F)(F)F (configuration not stated) | -1.1% | 1.3% | i | -4% | -1% | 2% | -1% | 12% | -0.8%
Cn1c(SCCC#N)nnc1-c1ccccc1F | 0.1% | -2.4% | i | -2% | 8% | -39% | 0% | -3% | -1.3%
COCCCN=Cc1c(C)[nH]n(-c2ccc(Br)cc2Br)c1=O | 0.0% | -7.6% | i | . | 1% | -18% | 3% | 8% | -3.8%
O=c1c2c(-c3cccs3)csc2[nH]c(=S)n1-c1ccccc1 | 0.0% | -1.4% | i | 20% | 4% | . | 11% | -8% | -1.2%
Cc1nonc1NC(=O)CSc1ccccn1 | -0.1% | -3.0% | . | -2% | -21% | 4% | 2% | 7% | 2.2%
Cc1cccc(-c2cc3nc(C)cc(N4CC(C)CC(C)C4)n3n2)c1 (configuration not stated) | -0.2% | 13% | i | -2% | -40% | -6% | ? | -8% | 1.0%
COc1cc(C2CC(=O)c3cnc(NC(=O)COc4ccccc4)nc3C2)cc(OC)c1OC (configuration not stated) | 0.3% | 1.6% | i | -5% | 2% | -9% | -1% | 1% | -2.1%

The whole of this part, previewed entries included:
SMILES | West Nile virus CPE | KOR beta-arrestin-1 | Yfh1-off respiration | Dengue-2 NS5 capping | KOR beta-arrestin-2 | NOD1 inhibition | AID2073 | NOD2 inhibition | HIV peptide binding | others
CCOC(=O)C(NC(=O)c1cccc(Cl)c1)(OCc1ccccc1)C(F)(F)F (configuration not stated) | -1.1% | 1.3% | i | -4% | -1% | 2% | -1% | 12% | -0.8%
Cn1c(SCCC#N)nnc1-c1ccccc1F | 0.1% | -2.4% | i | -2% | 8% | -39% | 0% | -3% | -1.3%
COCCCN=Cc1c(C)[nH]n(-c2ccc(Br)cc2Br)c1=O | 0.0% | -7.6% | i | . | 1% | -18% | 3% | 8% | -3.8%
O=c1c2c(-c3cccs3)csc2[nH]c(=S)n1-c1ccccc1 | 0.0% | -1.4% | i | 20% | 4% | . | 11% | -8% | -1.2%
Cc1nonc1NC(=O)CSc1ccccn1 | -0.1% | -3.0% | . | -2% | -21% | 4% | 2% | 7% | 2.2%
Cc1cccc(-c2cc3nc(C)cc(N4CC(C)CC(C)C4)n3n2)c1 (configuration not stated) | -0.2% | 13% | i | -2% | -40% | -6% | ? | -8% | 1.0%
COc1cc(C2CC(=O)c3cnc(NC(=O)COc4ccccc4)nc3C2)cc(OC)c1OC (configuration not stated) | 0.3% | 1.6% | i | -5% | 2% | -9% | -1% | 1% | -2.1%
CC(C)(C)OC(=O)NCCc1nnc(SCc2ccccc2Cl)o1 | -0.9% | 1.3% | i | -7% | 13% | -5% | -14% | 11% | 1.5% | Dengue-2 NS5 capping pilot replicate=-6.4
O=C(NCc1ccc2c(c1)OCO2)c1cc(-c2ccccc2Cl)on1 | 0.0% | -2.1% | i | -2% | 6% | -12% | 10% | -66% | 1.7%
Cc1cc(C(=O)CCl)c(C)n1-c1c(C)n(C)n(-c2ccccc2)c1=O | -0.8% | -0.7% | i | 1% | 16% | 42%* | -4% | 45% | -2.1%
N#C/C(=C\c1c(Oc2ccc(Cl)cc2)nc2ccccn2c1=O)C(=O)NC1CCS(=O)(=O)C1 (configuration not stated) | -0.8% | 0.9% | . | -11% | -33% | -51% | 13% | 4% | 1.2%
CCCc1cc(=O)oc2cc(C)cc(OC(C)C(=O)NCCCn3ccnc3)c12 (configuration not stated) | -0.2% | -5.2% | . | 0% | -37% | -36% | 29% | 5% | 0.4%
COc1ccc(OCC(=O)N(Cc2sccc2C)C2CCS(=O)(=O)C2)cc1 (configuration not stated) | -0.5% | 3.7% | . | -6% | 9% | -11% | -6% | -18% | 2.4%
CC(=O)Nc1ccc(N=NN2CCOCC2)cc1 | 0.3% | -5.3% | i | -7% | 8% | -47% | 0% | -28% | -0.5%
Cc1cc(OCC(=O)c2ccc(Br)cc2)ccc1N1C(=O)CCC1=O | -0.6% | -1.2% | i | -8% | -23% | 24% | -9% | 10% | -0.4%
Cc1nn(C)c(C)c1C(C)NC(=O)c1ccc(OC2CCN(Cc3ccccn3)CC2)cc1 (configuration not stated) | 0.1% | 5.5% | . | -5% | 5% | 38% | 11% | 10% | 1.1%
CCOC(=O)c1c(C)[nH]c(C(=O)/C(C#N)=C/c2ccc(OC)c(OC)c2)c1C | -0.2% | 2.0% | i | 12% | -8% | -4% | 13% | 6% | 18%
COc1ccc2[nH]c(=O)c(CN(C(=O)c3cccnc3)c3ccc(C)cc3)cc2c1 | 0.0% | 4.2% | i | 3% | 2% | -19% | -3% | 14% | -2.1%
CCC1CCCCN1C(=S)NC1CCCCC1 (configuration not stated) | -1.0% | -4.1% | i | 1% | 2% | -14% | -21% | 8% | 0.5%
CCC(=O)N1CCC(C(N)=O)(N2CCCCC2)CC1 | 1.4% | -1.7% | i | -6% | 11% | -28% | 5% | 12% | -0.3%
CCc1ccc(OCCCC(=O)Nc2cccc(C(=O)O)c2)cc1 | 0.7% | 9.1% | i | -4% | 13% | -6% | -2% | -5% | 1.8%
Cc1nc2sc(C)c(C)c2c(=O)o1 | 0.5% | -1.9% | i | 1% | -19% | -14% | ? | 5% | 6.9%
CSc1nc2ccccc2n1CC(=O)Nc1ccccc1 | 1.0% | . | i | -1% | . | 7% | 2% | 11% | 0.8%
CC1CCN(c2ccc([N+](=O)[O-])cc2C(=O)NCC2CCCO2)CC1 (configuration not stated) | -0.5% | 6.1% | . | -5% | 10% | -9% | 1% | 1% | -0.9%
N#Cc1c(NC(=O)c2ccc(Cn3cc(Br)cn3)o2)sc2c1CCCCC2 | 1.0% | 0.6% | i | -8% | 2% | 31% | -14% | 3% | 4.3%

Additional compounds follow:
SMILES | West Nile virus CPE | KOR beta-arrestin-1 | Yfh1-off respiration | Dengue-2 NS5 capping | KOR beta-arrestin-2 | NOD1 inhibition | AID2073 | NOD2 inhibition | HIV peptide binding | others
CN(C)c1ccc(-n2cc3c(=O)n(C)c(=O)n(C)c3c2)cc1 | 0.3% | 4.3% | i | 5% | -13% | -48% | 45% | -67% | 0.2%
COc1ccc(CNC(=O)C2CCCN(S(=O)(=O)c3cc(C)ccc3OC)C2)cc1 (configuration not stated) | -0.2% | 1.0% | i | -7% | -4% | -13% | 8% | 10% | 2.3%
CC1(C)CC(=O)C=C(NC2CCCCCC2)C1 | -0.9% | 3.8% | i | -6% | 10% | 19% | 11% | 12% | 0.1%
Cc1ccc(S(=O)(=O)CC(=O)N2CCN(c3cccc(C(F)(F)F)c3)CC2)cc1 | -1.3% | 2.5% | . | -6% | -24% | -15% | -16% | 13% | 0.9%
O=C(CC12CC3CC(CC(C3)C1)C2)NC(=S)Nc1ccc(CN2CCOCC2)cc1 | -1.8% | -3.9% | i | -9% | 5%[20 µM] | 0% | 3% | 12% | -0.8%
Clc1ccccc1CN1CCSCC1 | -0.2% | -4.1% | . | -3% | -35%[20 µM] | -26% | 2% | -5% | -2.0%
COc1ccc(NC(=O)CSc2nc(N)c(NC(=O)c3ccccc3F)c(=O)[nH]2)cc1 | 0.1% | -1.6% | . | -9% | 11% | -14% | 10% | -3% | 1.1%
CCOC(=O)CSc1nnc(-c2nnc(SCC(=O)OCC)n2CC)n1CC | 0.2% | 0.7% | i | -9% | -10% | -20% | 22% | -17% | -2.8% | Dengue-2 NS5 capping pilot replicate=-3.6
Oc1ccc(-c2csc(-c3cccnc3)n2)cc1O | 0.5% | 2.7% | i | 1% | 19% | -6% | -4% | -43% | 6.8%
C=CCn1c(COc2ccc(OC)cc2)nnc1SCn1nnc2ccccc2c1=O | -1.2% | -5.3% | i | -3% | 0% | -1% | 15% | 17% | -0.8%
COc1ccc(/C=C/C(=O)NC(=S)N2CCN(c3ccccc3OC)CC2)cc1 | 0.6% | -2.4% | i | -5% | 20% | -14% | -27% | -94% | -1.8%
CCc1ccccc1NC(=S)N(Cc1ccc(OC)cc1)CC1CCC(C(=O)O)CC1 (configuration not stated) | -0.5% | 5.6% | i | -4% | -34% | -20% | -13% | 2% | 0.4%
O=S(=O)(NCCS(=O)(=O)N1CCN(c2ccccc2)CC1)c1ccccc1 | -0.3% | 0.9% | . | -1% | -49% | 5% | 4% | -3% | 0.9%
CC(C)c1ccc(NC(=O)C(c2ccccc2)N2CCN(C=O)CC2)cc1 (configuration not stated) | -0.3% | 3.2% | i | -6% | -9% | -29% | 1% | -2% | -0.1%
N#Cc1c(NC(=O)C2CC(Cl)=CCC2C(=O)O)sc2c1CCCC2 (configuration not stated) | -0.1% | -1.4% | i | 5% | -32%[20 µM] | 2% | 12% | 4% | 8.2%
CCC(=O)N1CCc2cc(S(=O)(=O)CCC(=O)NCc3cccc(OC)c3)ccc21 | -0.3% | -0.5% | . | -8% | 20% | -14% | 6% | 12% | -1.1%
Cc1ccc(S(=O)(=O)Nc2ccc(S(=O)(=O)NC(C)(C)C)cc2)cc1 | 0.5% | 0.8% | i | -4% | -44% | -8% | -8% | -4% | 2.3% | Dengue-2 NS5 capping pilot replicate=-4.2
Fc1cccc(F)c1/C=N/Nc1ccccn1 | -1.1% | 5.3% | i | -3% | -13% | -62% | -8% | -66% | -0.9%
O=C(Nc1ccc(Cl)cc1F)C1CCN(S(=O)(=O)c2cccc3nonc23)CC1 | -0.7% | 6.0% | . | -1% | -41% | 28% | 11% | -6% | 0.2%
COc1ccc(NC(=O)CSc2nc3sc4c(c3c(=O)n2-c2ccc(OC)cc2)CCN(C)C4)cc1 | 0.0% | -7.1% | . | -33% | -21% | 4% | 1% | 16% | -1.3%
CCN1CCN(c2ccc(NC(=O)CCc3c(C)nc4c(-c5ccccc5)c(C)nn4c3C)cc2)CC1 | 0.7% | -7.3% | i | 0% | 9% | -46% | 2% | 20% | -2.6%
O=C(CN1C(=O)COc2ccc(S(=O)(=O)N3CCCC3)cc21)NC1CC1 | 1.1% | 0.0% | i | -2% | -8% | -4% | 10% | 8% | -0.5%
COc1ccc(N2C(=O)CSC23C(=O)N2c4c(cccc43)C(C)=CC2(C)C)cc1 (configuration not stated) | -0.6% | -1.2% | i | 3% | 15% | 8% | -9% | -15% | 0.2%
COc1ccc(-c2noc(CN(C(=O)C(C)(C)C)C(C)C)n2)cc1 | -0.3% | -2.5% | i | -12% | -4% | -3% | 2% | -38% | -0.2%
O=C(/C=C/c1cccc([N+](=O)[O-])c1)NCc1cccnc1 | -0.3% | 8.6% | i | 1% | -28% | 1% | 10% | 14% | 0.1%
COCCCNC(=S)NCCc1ccc(F)cc1 | 0.0% | 0.0% | i | -8% | 16% | -26% | -5% | 0% | 0.6%
